KCNK9 inh = KCNK9 potassium channel inhibitors, primary screen, HEK293 cells, thallium flux; B-score at 10 µM; actives 1.2% (n = 310,000); Potassium channel subfamily K member 9 (Homo sapiens), Q9NPC2; FluxOR thallium flux fluorescence; stronger effect = lower value;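 active means ratio B-score over 3 SD below the library mean, with starting fluorescence within 5 SD of its mean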;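 further: negative B-score means less thallium flux so channel inhibition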
PolyA inh = polyadenylation inhibitors in yeast reporter cells, primary screen, luminescence, S. cerevisiae. actives 0.02% (n = 300,000). calls only at 12 µM. S. cerevisiae SKY197-pL101 polyadenylation reporter, beta-gal luminescence; efflux-impaired pdr1/pdr3 knockout yeast; score 100 = 6 SD above DMSO. AID 1875, 2009;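 active means lowest replicate activity score at least 50, where 100 means six control SD above control mean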;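 further: yeast exposed to compound for 9 h at 30 °C; higher score means more reporter readthrough which indicates perturbed polyadenylation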
KCNK3 block = human KCNK3 channel inhibitors, primary screen, CHO cells, FluxOR thallium flux, B-score. Potassium channel subfamily K member 3 (Homo sapiens), O14649. FluxOR fluorescence; stronger effect = lower value. B-score at 10 µM. actives 0.84% (n = 340,000);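 active means B-score under library mean minus 4 SD, starting fluorescence ratio at most library mean plus 5 SD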;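 further: more negative B-score means stronger inhibition of thallium flux through KCNK3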
hERG rescue = hERG rescue from dofetilide block, primary screen, cell-based, CHO-hERG, FluxOR thallium flux, dofetilide IC70; Voltage-gated inwardly rectifying potassium channel KCNH2 (Homo sapiens), Q12809; dofetilide IC70 present; activation (rescue from dofetilide block), less the hit threshold, % at 10 µM; actives 0.51% (n = 310,000);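 active means activation above the mean of controls blocked by dofetilide plus 5 SD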;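 further: thallium influx through hERG after potassium depolarization seen as dye fluorescence rise; in these data hits start at about 4.7%; inactives centre near -7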
KCNQ1 inh = inhibitors of human KCNQ1 channel, primary screen, cell-based, thallium flux, high-throughput. Potassium voltage-gated channel subfamily KQT member 1 (Homo sapiens), P51787. CHO-K1 KCNQ1, FluxOR thallium flux fluorescence; stronger effect = higher value. actives 1.3% (n = 310,000). B-score at 10 µM;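 active means compounds whose thallium flux B-score, printed positive for inhibition, exceeds three library SD while starting fluorescence stays within three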;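 further: channel opened by potassium depolarization with thallium stimulus after 20 min compound exposure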
Platelet DG rel = inhibitors of platelet dense granule secretion, primary screen, cell-based, MLPCN, human platelets | inhibition, %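 (compounds screened at 7.5 µM in platelet-rich plasma)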 | AID 1663, 2009 | human platelet-rich plasma, SFLLRN dense granule ATP release, luminescence | actives 0.22% (n = 300,000);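 active means mean replicate score, as percent of positive control, at or above 50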
KCNQ1 pot = potentiators or activators of KCNQ1 channel, primary screen, cell-based, thallium flux, high-throughput; actives 0.35% (n = 310,000); AID 2648, 2010; B-score at 10 µM; CHO-K1 KCNQ1, thallium flux FluxOR fluorescence; stronger effect = higher value; Potassium voltage-gated channel subfamily KQT member 1 (Homo sapiens), P51787;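 active means fluorescence ratio B-score, a plate-corrected score, at least three library SD, with initial intensity B-score within 5 SD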
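Material: CHO-K1 cells stably expressing KCNQ1. Medium: assay buffer for compound exposure, DMSO matched across wells. Reagent: K+/Tl+ depolarizing stimulus. Compound dosing: single-concentration screen. Times: 37 °C overnight plating, 90-min dark dye load, 20-min compound pretreatment. Technique: FluxOR Tl+ flux fluorescence.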
DYRK1A inh = rat Dyrk1A kinase inhibitors, primary screen, biochemical, single point, plate reader; Dual specificity tyrosine-phosphorylation-regulated kinase 1A (Rattus norvegicus), Q63470; ADP-Glo luminescence, NFATc1 peptide; inhibition, % at 12.5 µM; actives 0.43% (n = 310,000); in the data active means inhibition above about 50%;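 further: plate controls were vehicle with enzyme for no effect and no enzyme for full effect; many of its hits are not listed in these tables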
TRPC4 agonist = activators of mouse TRPC4 channel, primary screen, Fluo4 calcium, HEK293 TRPC4beta/mu-opioid cells; actives 0.49% (n = 310,000); Fluo4 calcium fluorescence; stronger effect = higher value; B-score at 10 µM;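 active means B-score above 5 SD of library B-scores, and initial fluorescence ratio not above library mean plus 5 SD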;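 further: positive B-score marks a calcium rise read as TRPC4 activation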
Target sequence (Q9QUQ5 whole entry, looked up): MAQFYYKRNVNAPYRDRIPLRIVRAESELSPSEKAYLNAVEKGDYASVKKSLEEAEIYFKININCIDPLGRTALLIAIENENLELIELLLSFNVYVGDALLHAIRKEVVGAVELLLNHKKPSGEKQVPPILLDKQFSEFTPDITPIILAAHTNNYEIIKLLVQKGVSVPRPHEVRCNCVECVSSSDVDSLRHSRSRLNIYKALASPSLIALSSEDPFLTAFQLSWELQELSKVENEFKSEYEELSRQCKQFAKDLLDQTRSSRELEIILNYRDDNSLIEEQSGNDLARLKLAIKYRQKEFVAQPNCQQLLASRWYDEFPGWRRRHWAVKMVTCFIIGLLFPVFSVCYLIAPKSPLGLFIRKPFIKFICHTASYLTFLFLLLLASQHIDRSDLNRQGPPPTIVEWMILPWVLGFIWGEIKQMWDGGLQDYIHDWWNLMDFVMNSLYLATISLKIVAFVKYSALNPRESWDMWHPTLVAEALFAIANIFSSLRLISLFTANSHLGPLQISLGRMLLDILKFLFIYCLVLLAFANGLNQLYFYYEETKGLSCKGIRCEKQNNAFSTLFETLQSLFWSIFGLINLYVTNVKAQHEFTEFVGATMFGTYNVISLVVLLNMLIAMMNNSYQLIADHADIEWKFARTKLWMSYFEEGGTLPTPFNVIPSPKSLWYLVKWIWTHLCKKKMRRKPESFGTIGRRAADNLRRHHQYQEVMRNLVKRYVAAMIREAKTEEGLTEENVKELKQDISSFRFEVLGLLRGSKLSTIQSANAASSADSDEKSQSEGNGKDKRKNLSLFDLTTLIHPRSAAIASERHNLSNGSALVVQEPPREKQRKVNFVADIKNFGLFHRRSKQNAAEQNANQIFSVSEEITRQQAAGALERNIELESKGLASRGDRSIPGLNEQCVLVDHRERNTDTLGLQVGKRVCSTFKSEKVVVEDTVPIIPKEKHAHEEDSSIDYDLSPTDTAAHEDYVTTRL
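System – HEK293 cells stably co-expressing mouse TRPC4beta and mu-opioid receptor · Signal – Fluo4 calcium-sensitive dye fluorescence, kinetic, 1 Hz baseline · Benchmarks – buffer (low) and maximal DAMGO (high) · Read-out – B score of integrated fluorescence ratio per well · Incubation – dye loading 45 min room temperature, 110 s kinetic read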
TRPC4 inh = inhibitors of mouse TRPC4 channel, primary screen, Fluo4 calcium, HEK293 TRPC4beta/mu-opioid cells. DAMGO-evoked Fluo4 calcium flux; stronger effect = lower value. B-score at 10 µM. actives 0.39% (n = 300,000);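 active means B-score over 3 SD under the library average, no early fluorescence shift, positive overall ratio signal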
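Material: HEK293 cells with stable TRPC4beta plus mu-opioid receptor expression; probe or stimulus: DAMGO in two steps, submaximal then maximal; technique: Fluo4 calcium fluorescence by kinetic imaging, 5 s 1 Hz baseline; measure: integrated fluorescence ratio relative to baseline, converted to per-well B score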
TRPC4 potent = positive allosteric modulators of TRPC4, primary screen, cell-based, mouse TRPC4beta, HEK293 mu-opioid, Fluo-4 calcium; DAMGO EC20, Fluo-4 Ca2+ flux; stronger effect = higher value; B-score at 10 µM; actives 0.42% (n = 310,000);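 active means B-score of calcium response area above 5 SD of library B-scores, with initial fluorescence ratio within 5 SD of library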;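 further: B-score of integrated fluorescence ratio over time as area under calcium response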
The depositor's hits bear a star; i = inactive; · = not tested or not shown. Some of the compounds tested; count on the stated rates, not on these rows.

SMILES	KCNK9 inh	PolyA inh	KCNK3 block	hERG rescue	KCNQ1 inh	Platelet DG rel	KCNQ1 pot	DYRK1A inh	TRPC4 agonist	TRPC4 inh	TRPC4 potent
CC(Cc1ccccc1)N1Cc2ccccc2C1 (stereo not given)	i	i	i	-10	i	8	i	-2	i	i	i
CC1CC(NC(=O)C2C3CCC(O3)C2C(=O)O)CC(C)(C)C1 (stereo not given)	i	i	i	-5	i	1	i	0	i	i	i
Cc1cc([P+](=O)O)c(C)n1-c1ccc(Br)cc1	i	i	i	1	i	-1	i	7	i	i	i
CC1CN=C(NC(C)c2ccccc2)S1 (stereo not given)	i	i	i	-15	i	1	i	-2	i	i	i
CN(C)CCSCc1nnc2n1-c1ccc(Cl)cc1C(c1ccccc1Cl)=NC2	i	i	i	-12	i	10	i	·	i	i	i
COP(=O)(NC(=O)C(Cl)(Cl)Cl)OC	i	i	i	-6	i	8	i	-7	i	i	i
CCN(CC)C(=O)N[C@H]1C[C@@H]2c3cccc4[nH]cc(c34)C[C@H]2N(C)C1	i	i	i	-4	i	-1	i	3	83*	i	i
Cc1cc(C)n(-c2ccc(NN=C(C#N)C#N)cc2)n1	i	i	i	-14	i	2	i	·	i	i	i
CNC(=S)N/N=C1\C2CN3CCN(C2)CC1(c1ccccc1)C3	i	i	i	1	i	5	i	1	i	i	i
COc1ccc(CC(=O)N(CCN(C)C)CC2CCCN(Cc3ccccc3F)C2)cc1 (stereo not given)	i	i	i	-7	i	-13	i	·	i	i	i
COCCOC(=O)c1c(N)n(Cc2ccccc2)c2nc3ccccc3nc12	i	i	i	-7	i	-18	i	-7	i	i	i
CN1CN(c2cccc([N+](=O)[O-])c2)CN=C1N[N+](=O)[O-]	i	i	i	-9	i	-1	i	-2	i	i	i
CN1CCN(C(=O)COc2ccc(S(=O)(=O)NC3CCCCC3)cc2Cl)CC1	i	i	i	-9	i	3	i	1	i	i	i
C=C1[C@H]2C[C@H]3[C@H]4N5C[C@]6(C)CCC[C@]47[C@H]([C@H]2O)[C@]3(C[C@]5(O)[C@H]67)[C@@H]1O	i	i	i	-7	i	-8	i	8	i	i	i
CCOC(=O)C(O)(c1ccc(NC(=S)NC(=O)c2ccc(Cl)cc2Cl)c(C)c1)C(F)(F)F (stereo not given)	i	i	i	-6	i	-2	i	-1	i	i	16*

Shown with each value named: part of the list above.
Compound: CNC(=S)N/N=C1\C2CN3CCN(C2)CC1(c1ccccc1)C3
- KCNK9 inh = i
- PolyA inh = i
- KCNK3 block = i
- hERG rescue = 1
- KCNQ1 inh = i
- Platelet DG rel = 5
- KCNQ1 pot = i
- DYRK1A inh = 1
- TRPC4 agonist = i
- TRPC4 inh = i
- TRPC4 potent = i

Compound: COc1ccc(CC(=O)N(CCN(C)C)CC2CCCN(Cc3ccccc3F)C2)cc1 (stereo not given)
- KCNK9 inh = i
- PolyA inh = i
- KCNK3 block = i
- hERG rescue = -7
- KCNQ1 inh = i
- Platelet DG rel = -13
- KCNQ1 pot = i
- DYRK1A inh = ·
- TRPC4 agonist = i
- TRPC4 inh = i
- TRPC4 potent = i

Compound: COCCOC(=O)c1c(N)n(Cc2ccccc2)c2nc3ccccc3nc12
- KCNK9 inh = i
- PolyA inh = i
- KCNK3 block = i
- hERG rescue = -7
- KCNQ1 inh = i
- Platelet DG rel = -18
- KCNQ1 pot = i
- DYRK1A inh = -7
- TRPC4 agonist = i
- TRPC4 inh = i
- TRPC4 potent = i

(list continues)
SMILES	KCNK9 inh	PolyA inh	KCNK3 block	hERG rescue	KCNQ1 inh	Platelet DG rel	KCNQ1 pot	DYRK1A inh	TRPC4 agonist	TRPC4 inh	TRPC4 potent
O=[N+]([O-])c1ccc(N2CCCCCC2)c2nonc12	i	i	i	-21	i	-9	i	-3	i	i	i
COc1ccc(CNCCc2ccc3c(c2)OCO3)cc1Br	i	i	i	-7	i	0	i	-2	107*	i	i
COc1ccc(Br)cc1CN1CCN(CCO)CC1	i	i	i	-6	i	3	i	-9	i	i	i
COc1cc(/C=C/c2nc3ccccc3c(=O)n2-c2ccc(O)cc2)ccc1O	i	i	i	-8	i	-2	i	2	i	i	i
Nc1ccncc1	i	i	i	-2	i	3	i	-2	i	i	i
COc1ccc(CN2C(=O)CC(=O)NC2=O)cc1	i	i	i	-11	i	0	i	-5	i	i	i
CCCCn1c(O)c(C(C)=Nc2c(C)n(C)n(-c3ccccc3)c2=O)c(=O)[nH]c1=O	i	i	i	0	i	-2	i	3	i	i	i
Cc1ccc(C(O)(c2ccc(C)c(C)c2)C2CN3CCC2CC3)cc1C (stereo not given)	i	i	i	-16	i	-1	i	2	i	i	i
Cn1c(O)c(C=NCCN2CCN(C(=O)Nc3ccccc3)CC2)c(=O)n(C)c1=O	i	i	i	-7	i	-7	i	·	i	i	i

4 records picked at random from the list so far:
SMILES	KCNK9 inh	PolyA inh	KCNK3 block	hERG rescue	KCNQ1 inh	Platelet DG rel	KCNQ1 pot	DYRK1A inh	TRPC4 agonist	TRPC4 inh	TRPC4 potent
Cc1ccc(C(O)(c2ccc(C)c(C)c2)C2CN3CCC2CC3)cc1C (stereo not given)	i	i	i	-16	i	-1	i	2	i	i	i
Cn1c(O)c(C=NCCN2CCN(C(=O)Nc3ccccc3)CC2)c(=O)n(C)c1=O	i	i	i	-7	i	-7	i	·	i	i	i
COc1cc(/C=C/c2nc3ccccc3c(=O)n2-c2ccc(O)cc2)ccc1O	i	i	i	-8	i	-2	i	2	i	i	i
COP(=O)(NC(=O)C(Cl)(Cl)Cl)OC	i	i	i	-6	i	8	i	-7	i	i	i

A different layout for 2 compounds above.
Values in the order: KCNK9 inh	PolyA inh	KCNK3 block	hERG rescue	KCNQ1 inh	Platelet DG rel	KCNQ1 pot	DYRK1A inh	TRPC4 agonist	TRPC4 inh	TRPC4 potent
- COc1cc(/C=C/c2nc3ccccc3c(=O)n2-c2ccc(O)cc2)ccc1O
→ i	i	i	-8	i	-2	i	2	i	i	i
- Nc1ccncc1
→ i	i	i	-2	i	3	i	-2	i	i	i
